RTF Ca sens inh = cardiac RTF calcium desensitization | P19429+P45379 | IANBD-labeled cardiac RTF, Ca2+ fluorescence | inhibition, % at 7.15 µM | hit rate 0.12% among 340,000 | AID 493244;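 active = inhibition above the mean inhibition of all tested compounds plus 3 SD, cut at about 17% in these data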;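 note: assay run at fixed EC70 calcium of 1.6 mM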
Arrestin-AP2 inh = human beta-arrestin and AP2 interaction inhibition | FITC-arrestin peptide / GST-AP2 beads, flow cytometry; AP2 beta2 appendage carries R879A mutation | hit rate 0.31% among 340,000 | inhibition, % at 10 µM | AID 504490;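 active = inhibition above a set limit, near 3 SD of compounds lacking own fluorescence, cut at about 54% in these data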;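 note: plate controls were DMSO wells for no effect and 5 µM unlabelled arrestin peptide for full effect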
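system = GST-tagged AP2 beta2-adaptin appendage (R879A) on 4 µm glutathione beads | reagent = FITC-labelled arrestin peptide probe, 50 nM final | schedule = compound with beads 12 min RT, then probe 1 h RT | signal = HyperCyt-sampled flow cytometry, FL1 channel, ex 488/em 535 nm | read-out = percent response from loss of bead-bound FITC fluorescence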
V-ATPase pH = yeast V-ATPase proton transport regulation by pHLuorin; S. cerevisiae, pHLuorin cytosolic pH fluorescence; response, % at 10 µM; hit rate 0.37% among 350,000; in the data active = response mostly above about 7.3%, no sharp cut-off; inactive = mostly below about 5.4%; note: actives read high; inactives centre near 0; some compounds called inactive have numbers as strong as hits
C-LANA FP = inhibitors of KSHV LANA C-terminal domain DNA binding. MBP-C-LANA/FAM-LBS DNA binding, fluorescence polarization. inhibition, % at 9 µM. hit rate 0.078% among 340,000;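 active = highest replicate inhibition at or above 60% at 9 µM, even if other replicates fall short; inactive = all replicates below 60% inhibition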;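 note: 0% = neutral control wells and 100% = 4 µM acridine orange control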
CAL PDZ FP-1 = inhibitors of human CAL PDZ peptide binding; Q9HD26; purified CAL PDZ, TMR-peptide fluorescence polarization, 1 h; inhibition, % at 20 µM; hit rate 0.02% among 330,000; AID 504414;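 active = highest replicate inhibition of at least 40%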;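 note: plate controls were DMSO neutral control wells for no effect and unlabeled competitor peptide control wells for full effect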
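Material: tagged CAL PDZ protein CerCALP, purified; buffer or medium: sodium phosphate/NaCl buffer pH 7.4 with TCEP, IgG, Thesit; also added: fluorescent TMR peptide probe; schedule: 1 h incubation at room temperature before polarization reading; technique: fluorescence polarization from S- and P-plane intensities, G-factor corrected; control set: unlabelled peptide and DMSO controls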
Keap1 Nrf2 FP = Keap1-Nrf2 (human) interaction inhibition. Q14145. Keap1 Kelch-Nrf2 peptide fluorescence polarization, 1536-well. inhibition, % at 9.4 µM. hit rate 0.15% among 340,000. AID 504523; in the data active = inhibition above about 12%;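 note: human Keap1 Kelch domain with fluorescein labeled Nrf2 9mer peptide probe; 0% = neutral control wells and 100% = peptide positive control; higher means more block of Keap1 binding to Nrf2 peptide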
CAL PDZ FP-2 = blocks peptide binding to the human CAL PDZ domain. Q9HD26. purified CAL PDZ, TMR-peptide fluorescence polarization, 1 h. inhibition, % at 24.9 µM. hit rate 0.92% among 300,000. AID 602252;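 active = mean inhibition of at least 30% with at least half of replicates also reaching 30%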;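 note: 0% = DMSO neutral control and 100% = excess unlabeled competitor peptide PRC23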
DAGLB inhibitor = blocks human DAGLB lipase activity; inhibition, % at 5.17 µM; hit rate 0.059% among 340,000; HEK293T DAGLB membrane lysate, EnzChek fluorogenic substrate; AID 504411; Q8NCG7; in the data active = inhibition above about 34%;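 note: 0% = enzyme with vehicle and 100% = wells lacking enzyme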
DSG3 Ab inh = human desmoglein-3 autoantibody binding inhibition; hit rate 0.48% among 310,000; binding (percent of control), % at 10 µM; DSG3-coupled beads, scFv-anti-DSG3-GFP binding, flow cytometry; stronger effect = lower value;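 active = binding more than 3 SD below its plate's average and above zero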;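 note: hits lower antibody fragment binding to DSG3; some compounds called inactive have numbers as strong as hits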
NSD2 HMT inh = blocks human histone methyltransferase NSD2; hit rate 0.54% among 310,000; AID 743445; NSD2 peptide methylation, AlphaScreen, 120 min; inhibition, % at 12.5 µM; in the data active = inhibition above about 50%
Target sequence (O96028 whole entry, looked up): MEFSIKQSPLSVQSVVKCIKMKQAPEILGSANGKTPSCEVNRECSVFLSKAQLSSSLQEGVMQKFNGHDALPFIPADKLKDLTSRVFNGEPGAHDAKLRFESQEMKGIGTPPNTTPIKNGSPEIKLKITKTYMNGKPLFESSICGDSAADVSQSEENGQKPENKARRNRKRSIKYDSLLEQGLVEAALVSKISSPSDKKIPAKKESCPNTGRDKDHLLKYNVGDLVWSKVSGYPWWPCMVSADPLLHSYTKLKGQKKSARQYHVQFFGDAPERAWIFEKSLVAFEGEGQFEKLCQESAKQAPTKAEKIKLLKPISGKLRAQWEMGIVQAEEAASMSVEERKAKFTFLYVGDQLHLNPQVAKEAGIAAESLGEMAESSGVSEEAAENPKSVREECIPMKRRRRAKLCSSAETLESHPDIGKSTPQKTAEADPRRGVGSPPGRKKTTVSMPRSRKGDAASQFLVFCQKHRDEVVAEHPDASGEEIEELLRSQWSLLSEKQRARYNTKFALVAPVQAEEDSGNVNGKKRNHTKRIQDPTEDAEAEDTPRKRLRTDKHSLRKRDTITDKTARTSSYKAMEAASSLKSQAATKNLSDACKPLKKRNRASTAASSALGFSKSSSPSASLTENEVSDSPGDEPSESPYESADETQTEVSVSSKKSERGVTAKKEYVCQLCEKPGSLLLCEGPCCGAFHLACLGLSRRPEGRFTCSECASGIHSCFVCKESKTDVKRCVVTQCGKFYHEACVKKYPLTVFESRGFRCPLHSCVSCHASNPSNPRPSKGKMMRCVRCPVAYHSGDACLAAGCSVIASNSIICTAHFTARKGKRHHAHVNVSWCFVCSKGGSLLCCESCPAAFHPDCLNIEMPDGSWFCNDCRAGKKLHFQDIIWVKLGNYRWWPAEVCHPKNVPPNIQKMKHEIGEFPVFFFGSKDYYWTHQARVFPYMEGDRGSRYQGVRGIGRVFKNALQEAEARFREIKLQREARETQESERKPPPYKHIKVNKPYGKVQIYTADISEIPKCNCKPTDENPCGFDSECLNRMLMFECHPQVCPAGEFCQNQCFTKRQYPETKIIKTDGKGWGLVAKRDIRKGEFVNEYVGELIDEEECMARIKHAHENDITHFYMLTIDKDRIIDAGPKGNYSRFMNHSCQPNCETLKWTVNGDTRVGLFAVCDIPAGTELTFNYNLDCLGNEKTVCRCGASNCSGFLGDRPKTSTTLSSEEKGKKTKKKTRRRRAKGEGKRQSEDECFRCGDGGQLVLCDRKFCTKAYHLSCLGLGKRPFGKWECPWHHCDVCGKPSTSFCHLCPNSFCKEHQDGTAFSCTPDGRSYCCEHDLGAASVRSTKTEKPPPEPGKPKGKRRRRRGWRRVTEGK
* = called active by the depositor. A portion of the library, so the mix of outcomes need not match the whole.

`NC(=O)c1ccsc1NC(=O)C1CCCN1S(=O)(=O)c1ccc(Cl)cc1` (configuration not stated) gave RTF Ca sens inh -6, Arrestin-AP2 inh -9, V-ATPase pH -2, C-LANA FP -0.6, CAL PDZ FP-1 0.2, Keap1 Nrf2 FP -5, CAL PDZ FP-2 3, DAGLB inhibitor 2, DSG3 Ab inh 100 and NSD2 HMT inh 0.
`CC1CCN(c2c(NCC3CCC(C(=O)NCc4ccccc4Cl)CC3)c(=O)c2=O)CC1` (configuration not stated) gave RTF Ca sens inh -10, Arrestin-AP2 inh -5, V-ATPase pH 2, C-LANA FP 0.1, CAL PDZ FP-1 -0.6, Keap1 Nrf2 FP 0, DAGLB inhibitor -2 and DSG3 Ab inh 102.
`Cc1c(C(=O)N2CCOCC2)c(S(=O)(=O)Nc2ccc(C(C)C)cc2)c(C)n1C` gave RTF Ca sens inh -7, Arrestin-AP2 inh -16, V-ATPase pH 1, C-LANA FP -1.0, CAL PDZ FP-1 -1.1, Keap1 Nrf2 FP -1, CAL PDZ FP-2 48* and DAGLB inhibitor 1.
`CCNc1ccc(S(=O)(=O)N(C)C)cc1NCC(=O)Nc1c(F)cccc1F` gave RTF Ca sens inh 7, Arrestin-AP2 inh -4, V-ATPase pH -1, C-LANA FP -4.5, CAL PDZ FP-1 -0.1, Keap1 Nrf2 FP 5, CAL PDZ FP-2 -5, DAGLB inhibitor -1, DSG3 Ab inh 92 and NSD2 HMT inh 0.
`OC(CCc1cccc(Cl)c1)c1cccs1` (configuration not stated) gave RTF Ca sens inh -3, Arrestin-AP2 inh -1, V-ATPase pH -97, C-LANA FP 0.4, CAL PDZ FP-1 0.8, Keap1 Nrf2 FP -2, CAL PDZ FP-2 -3, DAGLB inhibitor -7, DSG3 Ab inh 93 and NSD2 HMT inh -3.
Screening Cc1ccccc1C(=O)Oc1cccc2c(O)cccc12 returned RTF Ca sens inh -9, Arrestin-AP2 inh 14, V-ATPase pH 0, C-LANA FP 3.0, CAL PDZ FP-1 -0.3, Keap1 Nrf2 FP 3, CAL PDZ FP-2 6, DAGLB inhibitor -1, DSG3 Ab inh 116 and NSD2 HMT inh 4.
`Cc1cccc(NC(=S)NC23CN4CN(CN(C4)C2)C3)c1C` gave RTF Ca sens inh 2, Arrestin-AP2 inh 11, V-ATPase pH -4, C-LANA FP -0.2, CAL PDZ FP-1 -1.6, Keap1 Nrf2 FP 1, CAL PDZ FP-2 2, DAGLB inhibitor -2, DSG3 Ab inh 98 and NSD2 HMT inh 1.
Screening CN(C)C(CNC(=O)c1ccc(S(=O)(=O)Nc2ccccc2F)cc1)c1ccco1 (configuration not stated) returned RTF Ca sens inh -3, Arrestin-AP2 inh -8, V-ATPase pH 6, C-LANA FP 1.9, CAL PDZ FP-1 -1.6, Keap1 Nrf2 FP 0, CAL PDZ FP-2 1, DAGLB inhibitor -2, DSG3 Ab inh 105 and NSD2 HMT inh 15.
`CCC(C)NC(=O)COc1ccc(Br)c(C)c1` (configuration not stated) gave RTF Ca sens inh -8, Arrestin-AP2 inh 12, V-ATPase pH 0, C-LANA FP -0.4, CAL PDZ FP-1 -0.8, Keap1 Nrf2 FP -1, CAL PDZ FP-2 -9, DAGLB inhibitor -3, DSG3 Ab inh 99 and NSD2 HMT inh 1.
CSc1nc(-c2ccc(C)cc2)[nH]c1S(=O)(=O)c1ccccc1 was read as RTF Ca sens inh -10, Arrestin-AP2 inh -17, V-ATPase pH 1, C-LANA FP 0.3, Keap1 Nrf2 FP 5, CAL PDZ FP-2 35*, DAGLB inhibitor -2, DSG3 Ab inh 93 and NSD2 HMT inh -5.
Screening CCOC(=O)c1ccc(Nc2nc(C)cc(C)c2C#N)cc1 returned RTF Ca sens inh -4, Arrestin-AP2 inh 6, V-ATPase pH 3, C-LANA FP 1.8, CAL PDZ FP-1 -2.8, Keap1 Nrf2 FP -3, CAL PDZ FP-2 -2, DAGLB inhibitor -10 and NSD2 HMT inh 3.
COCCNC(=O)CCCn1c(=O)c2cc(OC)c(OC)cc2n(CC(=O)c2cccc(OC)c2)c1=O was read as RTF Ca sens inh -5, Arrestin-AP2 inh 34, V-ATPase pH -4, C-LANA FP -0.8, CAL PDZ FP-1 -2.0, Keap1 Nrf2 FP 0, DAGLB inhibitor 1, DSG3 Ab inh 100 and NSD2 HMT inh -5.
COc1ccc2nc(NCCO)[nH]c2c1 was read as RTF Ca sens inh 0, Arrestin-AP2 inh 2, V-ATPase pH 3, C-LANA FP 0.0, CAL PDZ FP-1 -0.3, Keap1 Nrf2 FP -1, DAGLB inhibitor 0, DSG3 Ab inh 99 and NSD2 HMT inh -5.
`COC(=O)c1c(S(=O)(=O)NCc2ccccc2)sc(C(=O)O)c1C` gave RTF Ca sens inh -3, Arrestin-AP2 inh 33, V-ATPase pH -1, C-LANA FP 0.3, CAL PDZ FP-1 -0.4, Keap1 Nrf2 FP -1, CAL PDZ FP-2 2, DAGLB inhibitor 0, DSG3 Ab inh 63 and NSD2 HMT inh -6.
`CC(C)N1CCC(N2CCN(CCCc3ccccc3)CC2CCO)CC1` (configuration not stated) gave RTF Ca sens inh -7, Arrestin-AP2 inh -4, V-ATPase pH -1, C-LANA FP -2.0, CAL PDZ FP-1 0.6, Keap1 Nrf2 FP -1, CAL PDZ FP-2 -5, DAGLB inhibitor -1, DSG3 Ab inh 113 and NSD2 HMT inh 4.
For CCN(C[C@H]1N[C@@](Cc2ccccc2)(C(=O)OC)[C@H]2C(=O)N(Cc3ccccc3)C(=O)[C@@H]12)C(=O)NC(C)C the results were RTF Ca sens inh -3, Arrestin-AP2 inh 11, V-ATPase pH 1, C-LANA FP 1.5, CAL PDZ FP-1 1.1, Keap1 Nrf2 FP 6, CAL PDZ FP-2 -7, DAGLB inhibitor 0 and DSG3 Ab inh 98.
Cc1ccc(-c2nc(C(F)(F)F)cc(=O)[nH]2)cc1 was read as RTF Ca sens inh -9, Arrestin-AP2 inh 4, V-ATPase pH 1, C-LANA FP 0.7, CAL PDZ FP-1 -0.8, Keap1 Nrf2 FP -4, CAL PDZ FP-2 8, DAGLB inhibitor 3 and NSD2 HMT inh 5.
For CCc1nc(SCC(=O)c2ccccc2)c2ccccc2n1 the results were RTF Ca sens inh 6, Arrestin-AP2 inh 12, V-ATPase pH 4, C-LANA FP 0.6, CAL PDZ FP-1 -1.8, Keap1 Nrf2 FP -4, CAL PDZ FP-2 -1, DAGLB inhibitor -8, DSG3 Ab inh 101 and NSD2 HMT inh 20.
`O=C1CN(C(=O)c2cc3ccccc3oc2=O)C(c2ccccc2)c2cc(F)ccc2N1` (configuration not stated) gave RTF Ca sens inh -3, Arrestin-AP2 inh 9, V-ATPase pH -2, C-LANA FP -0.6, CAL PDZ FP-1 -0.6, Keap1 Nrf2 FP 1, DAGLB inhibitor 7 and DSG3 Ab inh 98.
`Cc1ccc(C)c2c1CCCC2=O` gave V-ATPase pH -2, DAGLB inhibitor -4, DSG3 Ab inh 111 and NSD2 HMT inh -5.
`COc1ccc(C2CC(C(F)(F)F)n3nc(C(=O)O)cc3N2)cc1` (configuration not stated) gave RTF Ca sens inh -20, Arrestin-AP2 inh 0, V-ATPase pH 1, C-LANA FP -0.3, CAL PDZ FP-1 -1.1, Keap1 Nrf2 FP -2, DAGLB inhibitor -5, DSG3 Ab inh 98 and NSD2 HMT inh 4.
For CSCC[C@H](NC(=O)C1CCN(S(=O)(=O)c2ccc(C)cc2)CC1)C(=O)NC1CCS(=O)(=O)C1 (some centres not stated) the results were RTF Ca sens inh 4, Arrestin-AP2 inh -4, V-ATPase pH -1, C-LANA FP 0.2, CAL PDZ FP-1 -1.4, Keap1 Nrf2 FP -1, CAL PDZ FP-2 -5, DAGLB inhibitor -1, DSG3 Ab inh 101 and NSD2 HMT inh -4.
COc1cccc(/C(C)=N/NC(=O)c2cc(-c3cccnc3)nc3ccccc23)c1 was read as RTF Ca sens inh -3, Arrestin-AP2 inh 2, V-ATPase pH 2, C-LANA FP -1.5, CAL PDZ FP-1 -2.4, Keap1 Nrf2 FP -1, CAL PDZ FP-2 -1, DAGLB inhibitor 3, DSG3 Ab inh 95 and NSD2 HMT inh 2.
For COc1ccc(C(=O)NNC(=O)COC(=O)c2sccc2C)cc1 the results were RTF Ca sens inh -4, Arrestin-AP2 inh 27, V-ATPase pH 1, C-LANA FP -1.2, CAL PDZ FP-1 0.3, Keap1 Nrf2 FP -2, CAL PDZ FP-2 -2, DAGLB inhibitor 0, DSG3 Ab inh 100 and NSD2 HMT inh 1.
`CC(C)c1ccc(Nc2nnc(SC3CCOC3=O)s2)cc1` (configuration not stated) gave RTF Ca sens inh -8, Arrestin-AP2 inh 5, V-ATPase pH 8, C-LANA FP 0.6, CAL PDZ FP-1 0.2, Keap1 Nrf2 FP 2, CAL PDZ FP-2 -3, DAGLB inhibitor 1, DSG3 Ab inh 93 and NSD2 HMT inh -1.
CC(C(=O)Nc1ccccc1Br)c1ccc([N+](=O)[O-])cc1 (configuration not stated) was read as RTF Ca sens inh 10, Arrestin-AP2 inh 1, V-ATPase pH 6, C-LANA FP -1.4, CAL PDZ FP-1 0.6, Keap1 Nrf2 FP 4, CAL PDZ FP-2 12, DAGLB inhibitor -3, DSG3 Ab inh 97 and NSD2 HMT inh 0.
`CN(c1ccccc1C(=O)Nc1cccnc1)S(C)(=O)=O` gave RTF Ca sens inh -7, Arrestin-AP2 inh 21, V-ATPase pH 5, C-LANA FP 1.6, CAL PDZ FP-1 -2.1, Keap1 Nrf2 FP 5, DAGLB inhibitor -1, DSG3 Ab inh 103 and NSD2 HMT inh -3.
Cc1cc2c(cc1S(=O)(=O)N(C)Cc1ccccc1)OCC(=O)N2 was read as RTF Ca sens inh -1, Arrestin-AP2 inh -6, V-ATPase pH 0, C-LANA FP 0.4, CAL PDZ FP-1 -0.8, Keap1 Nrf2 FP 2, DAGLB inhibitor 0 and DSG3 Ab inh 103.
For CCOC(=O)N1CCN(S(=O)(=O)c2ccc(C(=O)N(CCN(C)C)c3nc4c(C)cccc4s3)cc2)CC1 the results were RTF Ca sens inh -4, Arrestin-AP2 inh -2, V-ATPase pH 0, C-LANA FP 0.1, CAL PDZ FP-1 -0.5, Keap1 Nrf2 FP -3, DAGLB inhibitor 0 and NSD2 HMT inh 0.
CCOC(=O)C1=CN(Cc2ccco2)S(=O)(=O)N(C)C1c1ccc(C(F)(F)F)cc1 (configuration not stated) was read as RTF Ca sens inh -4, Arrestin-AP2 inh -10, V-ATPase pH -1, C-LANA FP 4.4, CAL PDZ FP-1 -0.3, Keap1 Nrf2 FP -3, CAL PDZ FP-2 0, DAGLB inhibitor -7 and DSG3 Ab inh 100.
